Screening results deposited in PubChem BioAssay by several laboratories.
Platelet DG rel – modulates dense granule release in human platelets | human platelet-rich plasma, SFLLRN dense granule ATP release, luminescence | inhibition, %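 (compounds screened at 7.5 µM in platelet-rich plasma)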 | 300,000 compounds, 0.22% hits | AID 1663;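 active = mean replicate score, as percent of positive control, at or above 50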
HSP90 refold inh – blocks HSP90-mediated luciferase refolding in reticulocyte lysate | Rabbit reticulocyte lysate, luciferase refolding luminescence, 3 h | inhibition, % at 5.6 µM | 290,000 compounds, 0.91% hits | AID 1789;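 active = inhibition above the screen-wide mean plus 3 SD, computed separately per campaign, cut at about 16% in these data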;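 also: 0% = DMSO wells and 100% = 60 µM geldanamycin wells; inhibitors lower the luminescence because luciferase stays unfolded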
HSF1 inh – HSF1 inhibition; NIH3T3-HGL HSE-luciferase, MG132-induced, luminescence 8 h; hits give low values; AID 2098; activity change, negative = inhibition, % at 7.5 µM (by protocol); 300,000 compounds, 0.77% hits;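 active = more than half of replicate wells show activity change below -50%, luminescence cut by over half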;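 also: luciferase reports HSF-1 transcriptional activity via heat shock element; 0% = median of DMSO wells and -100% = zero luminescence signal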
SKKanGAS inh – SKKanGAS growth inhibition; inhibition, % at 7.5 µM; S. pyogenes SKKanGAS, kanamycin growth, BacTiter-Glo, 6 h; 300,000 compounds, 1.3% hits;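 active = mean replicate score, as percent of positive control median, at least 50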;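 also: strain carries kanamycin resistance gene driven by streptokinase promoter and grows in 40 µg/ml kanamycin; loss of luminescence reflects streptokinase promoter inhibition or plain growth inhibition; 0% = median of DMSO wells and 100% = positive control at its reference dose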
HIF activator – HIF pathway transcriptional activation; U2OS HRE-luciferase reporter, luminescence; normalized: DMSO 0%, desferrioxamine 100%; activation, % at 7.5 µM (by protocol); 300,000 compounds, 0.32% hits; AID 1910;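 active = mean activation of at least 10% of the iron chelator positive control signal, with at least half of replicates also reaching 10%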
KLF5 inh – suppresses KLF5 promoter-driven expression | DLD-1 KLF5 promoter-luciferase reporter, luminescence | inhibition, % at 5 µM | 290,000 compounds, 0.23% hits | AID 1700;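 active = inhibition above a per-plate limit of that plate's mean compound inhibition plus 3 SD, cut at about 60% in these data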;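 also: 0% = DMSO wells and 100% = LY294002 at 200 µM; higher means less KLF5 promoter-driven luciferase light; inactives centre near -14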
IEC-6 cytotox – IEC-6 cytotoxicity, counter-screen for KLF5 inhibitors | luminescence viability | inhibition, % at 5 µM | 290,000 compounds, 0.78% hits | AID 1825; in the data active = inhibition above about 22%;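 also: 0% = plate median of test compound wells and 100% = cytotoxic reference compound wells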
AI-2 QS mod – modulates the Vibrio harveyi AI-2 quorum sensing system. Vibrio harveyi JMH597 AI-2 luminescence/OD600 ratio, 9 h; hits give low values; strain lacks LuxN and CqsS sensors; 0 = neutral-control median. activity change, % at 7.5 µM. 300,000 compounds, 0.4% hits; in the data active = activity change below about -75%, passing the limit was not always enough;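 also: luminescence divided by OD600 gain over 9 h not by final OD600 alone; inactives centre near 13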
aSyn 5UTR inh – 5' untranslated region of α-synuclein, MLPCN primary screen; 300,000 compounds, 0.82% hits; AID 1813; alpha-synuclein 5'UTR reporter, inhibitor activity; inhibition, % (tested at 7.5 µM); in the data active = inhibition above about 60%;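 also: H4 neuroglioblastoma cells stably carrying SNCA 5'UTR luciferase fusion; 0% = DMSO wells and 100% = positive control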
HSF-1 act – increases HSF-1 driven luciferase reporter signal; AID 504408; NIH3T3-HGL HSF-1 luciferase reporter, MG132, 8 h; 100% = twice DMSO control signal; activation, % at 9 µM; 300,000 compounds, 1.7% hits;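 active = mean replicate activation of at least 50% with a set share of replicates each reaching 50%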;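 also: 0% = median of the neutral control wells and 100% = twice that signal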
Starred values were filed as active, the others as inactive; . = not tested or not shown.

SMILES	Platelet DG rel	HSP90 refold inh	HSF1 inh	SKKanGAS inh	HIF activator	KLF5 inh	IEC-6 cytotox	AI-2 QS mod	aSyn 5UTR inh	HSF-1 act
O=C1C=C(NC2CCCCC2)CCC1	-1	.	3	-2	-0.5	.	.	10	19	10
O=C1CN(C(=O)c2cccc(S(=O)(=O)N3CCCC3)c2)c2ccccc2N1	3	-1	-1	1	-0.3	-34	-7	11	9	1
O=C(CCC(=O)N/N=C/c1ccc(Br)o1)N/N=C/c1ccc(Br)o1	5	-1	-10	-1	-0.4	-26	-2	33	-12	7
CCn1c(C(O)c2cccc(OC)c2OC)nc2ccccc21 (stereo unspecified)	-13	1	-4	3	-0.2	0	5	33	11	-13
CC(=O)N1c2ccc(S(=O)(=O)N3CCCC(C(=O)NC4CCCC(C)C4C)C3)cc2CC1C (stereo unspecified)	6	3	-1	-4	0.0	-18	9	17	24	2
CN(C)CCN(Cc1ccccc1)c1ccnc(N(C)C)c1C#N	2	2	-5	-17	0.5	18	0	10	-1	0
CCOC(=O)CC(=O)Nc1ccc(C)cc1	-6	-2	-6	-5	-28	-22	3	-10	8	3
Oc1c(Cl)cc(Cl)cc1/C=N/c1nc(-c2ccc(Cl)cc2)cs1	-2	1	5	7	-0.8	-23	-1	4	-3	45
C=CCOc1ccc(/C=N/n2cncn2)cc1OC	9	1	-1	-6	0.2	-6	2	-55	19	-9
Cc1cc(NS(=O)(=O)c2ccc(NC(=O)COc3ccc(Cl)c(C)c3)cc2)no1	0	3	3	2	0.8	-28	2	-23	8	10
O=C(Nc1ccccc1)n1cc(-c2ccccn2)c(N2CCOCC2)n1	1	2	-4	-2	0.0	11	4	15	9	-2
CSc1nc(S(=O)(=O)c2ccccc2)c(Cl)s1	-4	1	-2	2	0.0	-9	5	35	-48	5
NC(=O)COC(=O)c1cccc(S(=O)(=O)N2CCCCC2)c1	-14	4	-4	-9	-0.3	8	6	0	6	13
CN(CCc1ccccc1)c1ccc([N+](=O)[O-])cn1	-5	3	-8	6	-0.9	-23	4	6	15	1
O=C(CSc1ccccc1)NCc1ccco1	0	0	5	-3	0.7	-31	-4	14	-9	-2
CCOC(=O)c1ccccc1N/C=C1\CCCC1=O	4	-1	-4	-5	0.0	-16	-2	24	0	8
COc1ccc(C(=O)NNC(=O)CSc2nnc(-c3cccnc3)o2)cc1	1	2	-2	4	0.3	-10	-3	4	5	-4
NS(=O)(=O)c1ccc(-c2ccc(/C=N/NC(=O)c3ccccc3O)o2)cc1	7	1	-37	4	0.0	-22	-9	15	-11	-50
CN(C)CCNC(=O)/C(=C/c1cccc([N+](=O)[O-])c1)NC(=O)c1ccccc1	-7	5	4	4	0.4	-12	4	17	12	-16
O=C(CSc1nc2ncccc2[nH]1)Nc1ccc2c(c1)OCO2	-5	-2	6	11	-27	11	2	-25	-15	17
Clc1ncc(CN2CCN(Cc3ccccc3)CC2)s1	2	-2	0	-1	0.1	23	0	20	-41	1
CCN(CC)C(=O)C1CCCN(Cc2nc(-c3cccs3)no2)C1 (stereo unspecified)	1	2	-1	-1	-0.4	13	-4	12	-23	5
CC(C)c1cc(C(=O)N2CCCC(Nc3ccc(F)cc3)C2)nc(N)n1 (stereo unspecified)	-8	-5	-4	4	0.1	-39	2	20	6	-3
CC(=O)Nc1ccc(NC(=O)CCn2nnc3ccccc32)cc1	-5	-3	-8	-10	-0.7	-12	-1	-4	-8	0
COc1cc(OC)cc(C(=O)NC2CCSC2=O)c1 (stereo unspecified)	-2	2	-1	8	0.1	-8	3	24	-7	22

(continued)
SMILES	Platelet DG rel	HSP90 refold inh	HSF1 inh	SKKanGAS inh	HIF activator	KLF5 inh	IEC-6 cytotox	AI-2 QS mod	aSyn 5UTR inh	HSF-1 act
Cc1ccc(NC(=O)c2ccc3c(c2)S(=O)(=O)c2ccccc2C3=O)cc1S(=O)(=O)N1CCOCC1	1	-3	-4	15	-0.3	-8	-1	2	8	13
CC1CN(C(=O)COC(=O)c2c(Cl)cccc2Cl)CC(C)O1 (stereo unspecified)	7	-1	3	-3	0.5	-31	4	21	-17	-10
COCCNC(=O)/C(C#N)=C/c1c(N2CCN(c3cccc(Cl)c3)CC2)nc2c(C)cccn2c1=O	1	4	4	32	0.8	21	0	15	24	13
COc1ccccc1N1CCN(C(c2cccs2)C(C)NC(=O)c2ccncc2)CC1 (stereo unspecified)	-6	-2	-30	-13	-0.3	-7	-1	7	-7	-47
COCCN(C(=O)COC(=O)CSc1ccc(Cl)cc1)c1c(N)n(Cc2ccccc2)c(=O)[nH]c1=O	6	.	-5	-8	0.0	.	.	18	-4	-3
Cc1ccc(C(=O)NCCN(C)C)cc1C	9	2	-9	0	-0.2	-28	-1	9	17	7
CCOc1ccc(C(=O)N2CCN(Cc3ccccc3)CC2)cc1	-7	4	1	-2	0.0	6	-1	27	-4	-8
CCC(O)c1c(-c2ccccc2)nn(C)c1Cl (stereo unspecified)	-2	-3	-10	2	0.3	0	2	19	7	3
CCN1CCCC1CNC(=O)c1cc2c(-c3ccc(Cl)cc3)nn(C)c2s1 (stereo unspecified)	19	4	-17	-4	.	-15	11	-2	3	-34
Cc1ccc2c(N)c(C#N)sc2n1	6	3	-4	1	-0.2	-18	1	11	-10	0
COc1cc(C2C(C#N)=C(N)Oc3n[nH]c(-c4ccncc4)c32)cc(OC)c1OC (stereo unspecified)	.	13	-1	1	0.2	-23	2	22	-8	17
Cc1ccc(-c2nnc(NC(=O)CCS(=O)(=O)c3ccccc3)o2)c(C)c1	-10	.	-1	2	-2.2	.	.	7	-39	1
CC(C)/C=N/Nc1nc(-c2ccc(Br)cc2)cs1	-1	-2	8	-1	4.6	26	0	6	-141	10
Cc1c(OC(C)C(=O)NCC2CCC(C(=O)O)CC2)ccc2c1oc(=O)c1ccccc12 (stereo unspecified)	4	-3	1	23	-0.2	1	3	17	20	-5
Cc1nnc(SCC(=O)Nc2ncc3c(n2)CCCC3=O)s1	4	3	-4	-7	-0.2	-53	1	30	-22	1
C/C(=N\NC(=O)c1ccc(O)cc1)c1ccc2c(c1)Nc1ccccc1S2	-1	5	14	12	0.5	-30	0	23	-43	26
Cc1ccc2c(c1)NC(=O)C(CC(=O)NCc1cccnc1)O2 (stereo unspecified)	12	2	-1	-7	-0.2	-20	3	18	-36	7
CCCCn1c(N)c(N(CCC(C)C)C(=O)c2sc3nc4n(c(=O)c3c2C)CCC4)c(=O)[nH]c1=O	0	2	-2	19	-1.2	-14	3	28	-5	-17
Fc1ccc(F)c(C2=NNC(=Nc3ccccc3F)SC2)c1	-1	4	31	1	2.1	-27	-1	9	-110	81*
CCOC(=O)c1cc(CC)sc1/N=C/C1C(=O)CC(C)(C)CC1=O	-4	-3	4	-1	-0.1	-2	-12	42	12	15
COC(=O)c1nc(NC(=O)c2ccccc2)n[nH]1	1	0	0	0	0.1	-6	0	5	6	33
COc1ccc(/C=C(\C#N)C(=O)OCC(=O)NCc2ccccc2OC)cc1	9	.	-4	18	-0.1	.	.	15	3	-11
CC(/C=C/c1ccccc1F)=N\NC(=O)C(C)C	-2	-3	-8	-4	0.6	8	-5	30	-78	-12
CC(=O)NC1C(OCc2ccccc2)OC(CO)C(OC(C)=O)C1OC(C)=O (stereo unspecified)	-4	0	-4	1	0.4	-23	0	12	-2	6
CCOC(=O)c1c(CN(C)C)oc2cc(CN(C)C)c(O)c(CSc3ccccc3)c12	-3	1	2	-4	-0.3	-8	3	-3	-17	-1

Following part
SMILES	Platelet DG rel	HSP90 refold inh	HSF1 inh	SKKanGAS inh	HIF activator	KLF5 inh	IEC-6 cytotox	AI-2 QS mod	aSyn 5UTR inh	HSF-1 act
COc1cc(CN2CCN(Cc3cn(C)c4ccccc34)CC2CCO)cc(OC)c1 (stereo unspecified)	3	0	-15	-1	0.2	-51	-2	13	13	-13
COc1ccc(C(=O)Oc2cc(OC)cc(OC)c2C(C)=O)cc1	-2	-2	2	1	0.6	11	9	1	-5	-9
Cc1ccc2cc(CCNC(=O)C(=O)c3c(C)[nH]c4ccccc34)c(=O)[nH]c2c1	-4	-2	10	-1	-0.4	5	-2	29	-35	16
O=C(NCC(=O)N1CC=C(c2ccccc2)CC1)c1ccco1	2	.	4	-4	0.2	.	.	3	-47	-9
O=C(Nc1cccc(S(=O)(=O)N2CCCCC2)c1)c1ccc([N+](=O)[O-])o1	5	-1	56	42	1.5	5	11	84	-268	74*
COc1ccc(-n2c(O)c(C=NC3CC3)c(=O)[nH]c2=O)cc1	-1	-2	-3	-1	0.1	-47	-4	-15	5	-8
COc1cc(/C=C/c2[nH]c(=O)[nH]c(=O)c2[N+](=O)[O-])cc(OC)c1O	6	1	5	1	-0.6	-28	-2	11	11	-18
O=P(O)(O)COc1ccccc1P(=O)(c1ccccc1)c1ccccc1	9	0	-6	0	3.1	0	7	45	5	5
CCOC(=O)N/N=C/c1cn(CCCOc2ccc(C)cc2)c2ccccc12	-5	18*	8	5	1.0	-36	-9	12	-23	4
Cc1c(C(=O)NCc2ccccn2)oc2ccc(S(=O)(=O)N3CCC4(CC3)OCCO4)cc12	1	-7	-1	3	-0.1	-9	-10	2	12	34
COc1cc(C2C(C(N)=O)=C(C)Nc3nc(CCCO)nn32)cc(OC)c1OC (stereo unspecified)	3	.	-7	-1	-0.2	.	.	17	7	-7
CC(=O)N1CCN(C(=O)c2ccc(-n3c(C)ccc3C)cc2)CC1	9	0	-2	3	.	-29	5	6	-29	-1
CCOc1ccc(NC(=O)COc2coc(CN3CCc4ccccc4C3)cc2=O)cc1	-7	.	-3	-4	-0.4	.	.	21	6	12
CCCN1C(=O)C2C(C(=O)Nc3cccc(OC)c3)C3C=CC2(O3)C1C(=O)NC1CCCCC1 (stereo unspecified)	-1	-1	-4	-2	-30	20	-6	14	8	6
COCCN1C(=S)N[C@@H](c2cccc(F)c2)C(C(=O)OC)=C1C	6	4	-18	16	0.8	-16	0	12	2	-36
COc1ccc(NC(=O)c2ccccc2-c2ccccc2)cc1	0	1	3	-6	-0.2	-7	2	42	-21	1
N#Cc1c(-c2ccncc2)c2c([nH]c1=S)CCCC2	-44	1	-3	-2	-0.2	-13	4	3	-1	-9
C=C1CC2C(=O)N(Cc3cc(OC)ccc3OC)C(C(=O)OCC)(C(=O)OCC)C1N2C(=O)OC(C)(C)C (stereo unspecified)	-2	.	8	3	0.6	.	.	0	-25	2
CC1(c2nnc(-c3cccc(Cl)c3)o2)CC(c2ccc(C#N)cc2)=NO1 (stereo unspecified)	-1	.	3	-2	-0.2	.	.	20	13	10
O=S(=O)(Nc1ccc(Cl)cc1)c1ccc(N2CCOCC2)c(NC(=S)NC2CC2)c1	1	-4	4	.	-1.0	-2	-2	43	9	9
CN(C)S(=O)(=O)c1cccc(CNCC2COc3ccccc3O2)c1 (stereo unspecified)	2	0	1	7	-0.9	-32	-5	8	12	13

Exported comma-delimited: entries from further up.
compound,Platelet DG rel,HSP90 refold inh,HSF1 inh,SKKanGAS inh,HIF activator,KLF5 inh,IEC-6 cytotox,AI-2 QS mod,aSyn 5UTR inh,HSF-1 act
CCOC(=O)c1ccccc1N/C=C1\CCCC1=O,4,-1,-4,-5,0.0,-16,-2,24,0,8
CCOc1ccc(C(=O)N2CCN(Cc3ccccc3)CC2)cc1,-7,4,1,-2,0.0,6,-1,27,-4,-8
Cc1ccc2c(N)c(C#N)sc2n1,6,3,-4,1,-0.2,-18,1,11,-10,0
NC(=O)COC(=O)c1cccc(S(=O)(=O)N2CCCCC2)c1,-14,4,-4,-9,-0.3,8,6,0,6,13
